cardiac RTF act = increases calcium sensitivity of human cardiac regulated thin filaments; P19429+P45379; IANBD-labeled TnC RTF fluorescence at EC20 calcium; 0% EC20 calcium, 100% full calcium; activation, % at 7.2 µM; 340,000 compounds, 0.24% hits;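 active = activation above the mean over all tested compounds plus 3 SD, cut at about 30% in these data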;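 note: rise in fluorescence read as greater calcium sensitivity of cardiac thin filaments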
Tat export inh = blocks Tat-dependent protein export in E. coli. E. coli MC4100 TorA-mCherry Tat export, fluorescence. inhibition, % at 10 µM. AID 488895. 340,000 compounds, 0.036% hits;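 active = mean replicate inhibition at least 50% and at least half of replicates individually reaching 50%; inconclusive = only one of the two criteria met; inactive = neither criterion met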;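 note: exported cargo escapes ClpAP degradation while cytoplasmic cargo is degraded and loses fluorescence; 0% = median of neutral control wells and 100% = median of NaSCN control wells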
CDK5 p35 inh = inhibitors of human CDK5/p35 kinase; Q00535+Q15078; Recombinant CDK5/p35, ADP-Glo luminescence, 60 min; inhibition, % at 10 µM; 330,000 compounds, 0.01% hits;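 active = highest replicate inhibition of at least 50% and at least 75% of replicates reaching 50%; inconclusive = only one of the two criteria met; inactive = both criteria failed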;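 note: plate controls were DMSO neutral control for no effect and GW8510 at 10 µM for full effect; many of its hits are not listed in these tables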
MITF act = MITF TRPM1 promoter activation in melanoma cells; SK-MEL-5 TRPM1-promoter luciferase, 24 h; % of positive control, neutral wells = 0; AID 588334; 300,000 compounds, 0.75% hits; activation, % at 12.5 µM;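 active = mean activation of at least 80% with every replicate also reaching 80%; inconclusive = mean reaches 80% but some replicate falls short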;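 note: 0% = neutral control wells and 100% = parthenolide positive control wells; values of inactives mirror those of a sister screen read the other way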
CAL PDZ FP-1 = inhibitors of human CAL PDZ peptide binding | Q9HD26 | inhibition, % at 20 µM | 330,000 compounds, 0.02% hits | purified CAL PDZ, TMR-peptide fluorescence polarization, 1 h | AID 504414;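 active = highest replicate inhibition of at least 40%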;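 note: plate controls were DMSO neutral control wells for no effect and unlabeled competitor peptide control wells for full effect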
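Assay system – tagged CAL PDZ protein CerCALP, purified · Timing – 1 h at RT · Compound – single point, 20 µM · Measured by – fluorescence polarization from S- and P-plane intensities, G-factor corrected · Evaluation – inhibition from polarization loss · Probe or stimulus – TMR reporter peptide T*-PRC34 · Buffer or medium – pH 7.4 phosphate-saline buffer, reducing agent, detergent, IgG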
CAL PDZ FP-2 = blocks peptide binding to the human CAL PDZ domain; purified CAL PDZ, TMR-peptide fluorescence polarization, 1 h; inhibition, % at 24.9 µM; 300,000 compounds, 0.92% hits; AID 602252;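 active = mean inhibition of at least 30% with at least half of replicates also reaching 30%; inconclusive = no clear call, values can overlap the other calls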;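 note: 0% = DMSO neutral control and 100% = excess unlabeled competitor peptide PRC23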
dFosB act = enhances mouse delta FosB homodimer DNA binding | activation, % at 25 µM | P13346 | AID 493131 | purified delta FosB, TAMRA-CDK5 oligo fluorescence polarization; percent of positive-control signal above neutral wells | 340,000 compounds, 0.99% hits;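 active = mean activation above about 17%, with every replicate also reaching it, limit read from the data, passing the limit was not always enough; inconclusive = only one of the two conditions met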;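 note: fluorescence polarization rise as delta FosB binds a TAMRA Cdk5 AP-1 oligo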
Target sequence (P13346 whole entry, looked up): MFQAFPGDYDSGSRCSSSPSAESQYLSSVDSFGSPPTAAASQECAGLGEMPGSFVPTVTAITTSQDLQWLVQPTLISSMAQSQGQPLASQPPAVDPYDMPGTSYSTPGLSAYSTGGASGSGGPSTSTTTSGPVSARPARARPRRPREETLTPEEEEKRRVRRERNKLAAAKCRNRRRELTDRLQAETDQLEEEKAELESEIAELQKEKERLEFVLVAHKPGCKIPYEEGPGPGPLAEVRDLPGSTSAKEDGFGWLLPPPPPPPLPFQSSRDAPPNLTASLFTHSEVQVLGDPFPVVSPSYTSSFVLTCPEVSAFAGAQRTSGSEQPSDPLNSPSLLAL
Wnt bcat act = Wnt/beta-catenin pathway activation; Wnt/beta-catenin reporter cell assay, activator, plate reader; activation, % at 9.35 µM; 300,000 compounds, 1.2% hits; in the data active = activation above about 30%, passing the limit was not always enough; inconclusive = no clear call, values can overlap the other calls;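 note: 0% = neutral control wells and 100% = positive control wells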
Rtt109 HAT inh = inhibitors of Candida albicans Rtt109/Vps75 histone acetyltransferase; AID 540336; inhibition, % at 34.9 µM; 330,000 compounds, 0.16% hits; purified Rtt109/Vps75, ThioGlo CoA-SH fluorescence, 4 h;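 active = inhibition of at least 50% in every replicate; inconclusive = best replicate reaches 50% inhibition but some replicates fall short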
Target sequence (Q5AAJ8 whole entry, looked up): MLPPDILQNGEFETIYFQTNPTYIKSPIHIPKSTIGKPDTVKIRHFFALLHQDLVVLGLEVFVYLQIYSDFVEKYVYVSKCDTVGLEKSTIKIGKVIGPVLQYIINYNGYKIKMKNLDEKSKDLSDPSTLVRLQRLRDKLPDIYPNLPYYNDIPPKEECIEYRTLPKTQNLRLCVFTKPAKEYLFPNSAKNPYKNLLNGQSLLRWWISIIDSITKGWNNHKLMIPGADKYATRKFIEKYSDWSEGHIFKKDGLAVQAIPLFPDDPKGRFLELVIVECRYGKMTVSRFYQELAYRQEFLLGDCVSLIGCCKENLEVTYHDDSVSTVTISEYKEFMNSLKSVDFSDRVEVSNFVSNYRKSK
V-ATPase pH = yeast V-ATPase proton transport regulation by pHLuorin | S. cerevisiae, pHLuorin cytosolic pH fluorescence | response, % at 10 µM | 350,000 compounds, 0.37% hits | AID 504577; in the data active = response mostly above about 7.3%, no sharp cut-off; inactive = mostly below about 5.4%; note: actives read high; inactives centre near 0; some compounds called inactive have numbers as strong as hits; reference of the scale not given here
* hit, by the source's call; ? = inconclusive; . = not tested or not shown. This is a random part of the collection. Share with any hit: about 4.1%.

SMILES	cardiac RTF act	Tat export inh	CDK5 p35 inh	MITF act	CAL PDZ FP-1	CAL PDZ FP-2	dFosB act	Wnt bcat act	Rtt109 HAT inh	V-ATPase pH
COc1ccc(N(C(=O)c2ccncc2)S(=O)(=O)c2ccccc2)cc1	-2	-2	-1.0	12	-0.7	.	1	0	-9	2
CN1C[C@@H]2[C@@H]3C(=O)N(Cc4ccccc4)C(=O)[C@@H]3[C@](C)(C1=O)N2C(=O)c1ccc(Br)cc1	7	3	-3.3	10	-1.4	-2	-5	-3	6	-3
COc1ccc2c(c1)C(C)=CC(C)(C)N2C(=O)CSc1nnc(-c2ccc(C)cc2)o1	3	7	1.6	-16	-3.4	1	-1	-4	6	1
COc1ccc(NC(=O)CSc2nc3c(c(-c4cccs4)c2C#N)CN(C)CC3)cc1OC	-4	-2	-2.5	-6	-3.1	-3	-13	7	?	-4
CN(Cc1ccon1)C(=O)CC1C(=O)NCCN1Cc1cccc(F)c1F (stereo unspecified)	-2	3	1.5	0	0.1	0	1	1	-1	2
COc1ccc(CCC(=O)OCC(=O)NC(=O)c2ccc(Cl)cc2)cc1	-3	2	0.2	-3	-0.2	-1	-10	-3	-3	2
O=C(CN1C(=O)c2cccc3cccc1c23)NC1CCCC1	5	15	-9.3	.	-3.3	-2	7	2	-65	-1
COc1ccccc1N1CCN(C(=O)c2cc3c(=O)n4cccc(C)c4nc3s2)CC1	2	-5	-0.1	8	-2.7	-7	-4	1	-56	2
COc1ccc(OC)c2sc(NC(=O)C3=COCCO3)nc12	0	-2	0.1	10	1.2	1	7	5	-11	-1
O=C(NCc1ccncc1)c1cccc(NS(=O)(=O)c2ccc(F)c(F)c2)c1	-1	-10	0.0	4	-0.5	.	-7	-4	-6	-2
O=[N+]([O-])c1cc(C(F)(F)F)ccc1N1CCCNCC1	-4	1	1.3	-6	0.1	-3	.	-3	-2	5
Cc1cc(C(=O)Nc2ccc(Br)cc2)cs1	2	1	-0.7	30	-3.0	-4	0	45*	0	4
CCCn1c(C)cc(/C=C(\C#N)C(=O)OCC(=O)N(C)c2c(N)n(Cc3ccccc3)c(=O)[nH]c2=O)c1C	2	11	1.0	4	-2.1	1	-10	1	-3	3
O=C(c1ccccc1[N+](=O)[O-])N1CCN(Cc2ccc3c(c2)OCO3)CC1	5	-2	1.1	-10	0.8	4	-1	-2	-1	-1
O=C(CN1CCN(c2ccccc2O)CC1)Nc1ccc([N+](=O)[O-])cc1Br	-3	-9	0.1	-4	-0.1	.	-4	-4	0	1
CC(C)(C)C(=O)O/N=C(\N)c1ccc(-c2csnn2)cc1	5	7	-2.9	106*	1.0	-2	-14	53*	-6	2
COc1ccc(-c2[nH]ncc2CNCCc2ncccc2C)cc1F	3	3	-3.0	0	0.3	0	4	.	9	-2
COc1ccccc1C(=O)NCC1(c2ccccc2)CCCC1	5	15	-0.4	-4	-2.1	-2	-5	0	-34	-1
CCOc1c2ccccc2nn1CCO	5	1	0.7	-9	-0.5	-4	-1	0	-1	1
CC(NC(=O)c1cccc(S(=O)(=O)N(C)c2ccccc2)c1)c1cccnc1 (stereo unspecified)	-1	-3	0.6	.	0.2	1	0	-1	9	-1
CCOC(=O)C1C(=O)CC(C)(O)C(C(=O)OCC)C1c1ccc(F)cc1 (stereo unspecified)	1	8	2.6	6	-2.9	6	0	.	1	0
COC(=O)C(CC(=O)c1ccc(Br)cc1)n1nc(C)cc1C (stereo unspecified)	4	21	-1.4	.	-0.3	0	-1	-1	-5	1
O=C1/C(=C\c2ccc(C(F)(F)F)cc2)CSc2sccc21	1	0	0.2	26	-1.9	0	-5	7	14	0
CN(Cc1cccnc1)C(=O)c1cc(S(=O)(=O)Nc2ccccc2F)ccc1Cl	-3	1	1.2	9	-2.4	1	-5	4	-2	10
Cc1cc(C)n(C(=O)c2ccc(Cl)c(F)c2F)n1	-1	-11	-0.9	-5	-0.3	-5	-2	0	-11	0
C[C@H]1[C@H](C)CC[C@]2(C)CC[C@]3(C)C(=CC(=O)C4[C@@]5(C)CC[C@H](O)C(C)(C)C5CC[C@]43C)[C@H]12 (stereo partly specified)	1	-7	1.8	4	-0.1	-2	3	-1	-3	3
COc1ccc(C2CC(=O)C3=C(C2)Nc2ncnn2C3c2ccccc2C)c(OC)c1 (stereo unspecified)	5	0	-1.2	.	-2.0	-2	2	.	2	0
CC1=CCC2C(=O)N(c3ccc(C(=O)Nc4ccccc4Cl)cc3)C(=O)C2C1 (stereo unspecified)	-5	-3	0.6	6	-0.1	.	-2	-1	-10	1
CSc1nsc(SCc2cnc(C)nc2N)n1	-7	-2	-1.1	-2	-1.0	0	0	.	5	-3
O=C(O)c1ccccc1-c1ccccc1C(=O)Nc1ccc2c(c1)C(=O)c1ccccc1-2	-3	-5	-1.3	-3	-4.1	.	6	-3	9	0
COc1cc(OC)cc(-c2c(C#Cc3ccsc3)c3cc(-c4cc(OC)c(OC)c(OC)c4)ccc3n2C)c1	5	5	0.1	-2	-0.8	0	-4	-4	-2	0
CN(C)C(=S)Nc1ccc(Br)cc1Cl	7	7	-3.2	9	-0.4	-5	-14	3	1	2
Cc1cc(C)n(-c2ccc(C(=O)N3CCN(S(=O)(=O)c4cccc(Br)c4)CC3)cc2)n1	0	6	0.3	-8	0.1	-9	-15	-3	9	-3
O=C1c2ccccc2C(O)(Cc2ccccc2)N1c1ccc2c(c1)OCO2 (stereo unspecified)	-6	8	1.0	4	-2.2	-1	-7	.	2	2
CCc1c(C)c2cc(Cl)c(O)c(CN(C)C)c2oc1=O	-1	2	-0.2	-2	0.3	6	-5	-2	-4	-3
COc1ccc(C(=O)CC(=O)c2ccccc2O)cc1	-5	11	0.7	58	4.4	1	-14	18	-6	1
CCOc1cc(NC(=S)Nc2ccccc2OC)c(OCC)cc1NC(=O)c1ccccc1C	-1	-4	-0.9	-15	-0.9	-3	-7	0	-5	3
COc1ccc(N2CCN(S(=O)(=O)c3c(C)[nH]c(C)c3C(=O)N3CCCC3)CC2)cc1	-2	-9	-5.2	7	-1.1	2	-8	-4	1	-2
COc1ccc(-c2cn(Cc3ccc(C(N)=O)cc3)c(-c3ccc(Cl)nc3)n2)cc1	0	0	-3.0	12	0.0	-2	-3	4	-8	-3
CCOc1ccc(-c2cnc3n2CCCCC3)cc1	-2	0	-0.8	-3	0.2	.	-3	0	5	-1
CC(C)(C)c1cc(C(=O)N/N=C/c2ccco2)n[nH]1	8	12	0.1	50	-0.6	-3	4	.	-8	3
Cc1nn(Cc2ccc(F)cc2)c(C)c1NC(=O)c1cnn2cccnc12	-4	-10	-0.3	-7	-0.7	-2	-3	.	-7	-2
Cc1cccc(N2CCN(C(=O)COc3ccc4ccc(=O)oc4c3)CC2)c1C	4	6	.	-9	-2.6	-3	4	-3	9	0
COc1ccc(-c2cc([C@H]3[C@H]4C=CC[C@@H](C)[C@@H]4C(=O)N3Cc3ccccc3)ccc2F)cc1	-6	6	-0.1	-3	-1.4	0	9	-1	3	2
COc1ccc(OC)c(NC(=O)c2nnn(Cc3ccccc3C)c2N)c1	1	6	-0.9	.	-0.8	-3	-7	-7	1	3
CN(C(=O)CSc1nnc(-c2ccccc2F)o1)c1ccccc1	-6	-1	0.7	74	-2.5	6	-7	8	6	-4
CCc1noc(C)c1C(=O)Nc1ncc(C)s1	-2	9	-0.8	7	-2.6	35*	-12	.	1	-2
COc1cccc(CC(=O)NC2CCCN(Cc3ccccc3F)C2)c1 (stereo unspecified)	1	14	-5.0	0	-15	-3	0	0	1	-2
O=C(NCC1CCCO1)c1cc([N+](=O)[O-])ccc1Cl (stereo unspecified)	-5	2	-0.9	-2	0.4	-1	1	-1	5	2
O=C(CSc1nnc(Cc2cc(=O)[nH]c(=O)[nH]2)n1-c1ccccc1)N1CCCCC1	4	15	0.1	-19	-0.1	1	-2	-2	5	-3
CCCCCC(=O)NNC1CC(=O)N(c2cccc(OCC)c2)C1=O (stereo unspecified)	-8	10	1.4	-6	0.4	-7	-6	-1	-7	0
CCOC(=O)Cn1ccc(O)c(Cc2ccc(Cl)cc2Cl)c1=O	-5	-5	0.0	1	0.3	-2	-3	.	-2	-3
COc1ccc(NC(=O)CSc2nnc(-c3ccncc3)o2)c(OC)c1	5	-13	-0.9	-3	-0.2	-11	-2	2	5	-1
COc1ccc(C(=O)/C=C/C(=O)N(CC(=O)NC2CCCCC2)Cc2ccccc2OC)c(O)c1	1	-4	-2.0	-102	-3.5	3	-14	-1	6	1
COC(=O)c1[nH]c2ccccc2c1NC(=O)c1ccccc1[N+](=O)[O-]	-1	5	-0.2	-20	-1.0	-4	0	-7	-10	0
COc1ccccc1N1CCN(CCN(C(=O)c2ccc(F)cc2)c2ccccn2)CC1	8	-6	-1.2	2	-0.6	13	3	-2	4	2
Cn1c(=O)n(C)c2cc(C(=O)Nc3ccc4c(c3)OCO4)ccc21	-4	-10	-0.5	-38	0.5	-1	2	.	12	-1
O=S(=O)(Nc1ccc(F)cc1)c1ccc(NC(=S)Nc2ccccc2)cc1	-1	-5	1.4	2	-1.7	-2	-4	.	3	8
COC(=O)Nc1ccc(S(=O)(=O)Nc2cccc3ccccc23)cc1	3	-4	2.1	-19	-2.6	0	-7	.	-2	10
O=C1CC(N2CCN(c3ccccc3)CC2)C(=O)N1c1cccc(Br)c1 (stereo unspecified)	-8	5	0.1	1	1.4	-4	-3	0	1	0

New compounds follow:
SMILES	cardiac RTF act	Tat export inh	CDK5 p35 inh	MITF act	CAL PDZ FP-1	CAL PDZ FP-2	dFosB act	Wnt bcat act	Rtt109 HAT inh	V-ATPase pH
O=C(CN(c1cccc(Cl)c1)S(=O)(=O)c1ccc(Cl)cc1)N1CCc2ccccc2C1	2	2	-0.4	10	0.3	-2	-6	-26	1	3
O=C(O)/C=C/C(=O)NCCc1cccc(Cl)c1	1	-6	-0.9	0	-0.9	.	-3	0	-5	0
Cc1cc(/C=C2/C(=O)N(C)C(=S)N2C)c(C)n1C1CC1	7	1	1.3	68	-1.7	0	-7	-1	0	0
Cn1c(-c2ccc(C(F)(F)F)cc2)cc2onc(-c3ccccc3)c2c1=O	2	-3	-1.2	126*	-0.8	-2	-3	23	2	-5
CC(C)(C(=O)O)n1cncn1	0	-4	-0.2	0	-2.2	-3	-1	-11	-3	0
COc1cc(CCC(=O)Oc2ccc(C(C)=O)cc2)cc(OC)c1OC	2	-1	-0.9	4	-3.1	0	-12	-2	-6	-7
c1ccc(-c2csc3ncnc(NCc4ccccn4)c23)cc1	3	-7	2.6	.	-1.5	-6	-13	0	5	22*
